Bioassay records from PubChem BioAssay.
Pf growth 96h – inhibits malaria parasite growth, 96 h | P. falciparum luciferase reporter growth, 96 h | Potency, µM (doses to about 28.7 µM), for the others: top-dose activity change, negative = inhibition, most hits filed as inhibitors | hit rate 6.9% among 320,000; also: potency is read from the fitted curve at half-maximal effect; % is scaled to controls: 0 for no effect and ±100 for the full control effect
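Infected RBCs, 2% Hct / 0.05% parasitemia final; luciferase-reporter P. falciparum; cpd 96 h, 37 C, 5% CO2; luciferase detection reagent; luminescence.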
LmPK inhibitor – blocks Leishmania mexicana pyruvate kinase activity. Q27686. purified LmPK, Kinase-Glo ATP luminescence, 1 h. Potency, µM (highest dose often 57.5 µM), for the others: at the highest dose activity change, negative = inhibition, usual class: inhibitors. hit rate 0.37% among 290,000; also: potency is read from the fitted curve at half-maximal effect; % is scaled to controls: 0 for no effect and ±100 for the full control effect
Target sequence (Q27686 whole entry, looked up): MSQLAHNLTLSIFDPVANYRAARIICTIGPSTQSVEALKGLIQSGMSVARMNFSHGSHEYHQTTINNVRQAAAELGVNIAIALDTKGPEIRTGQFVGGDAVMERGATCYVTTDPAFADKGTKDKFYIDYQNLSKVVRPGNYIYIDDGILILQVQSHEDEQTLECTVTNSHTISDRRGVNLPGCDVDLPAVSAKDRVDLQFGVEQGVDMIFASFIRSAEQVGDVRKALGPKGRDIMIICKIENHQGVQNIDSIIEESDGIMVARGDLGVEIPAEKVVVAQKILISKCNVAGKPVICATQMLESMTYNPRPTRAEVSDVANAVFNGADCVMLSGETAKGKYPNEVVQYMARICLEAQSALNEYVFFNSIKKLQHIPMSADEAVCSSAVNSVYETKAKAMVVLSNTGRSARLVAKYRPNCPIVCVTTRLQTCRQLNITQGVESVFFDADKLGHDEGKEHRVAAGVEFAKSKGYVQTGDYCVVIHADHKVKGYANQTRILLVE
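0.1 nM LmPK, 0.5 mM PEP, 0.1 mM ADP; 50 mM imidazole pH 7.2, 7 mM MgCl2, 50 mM KCl; 1 h RT. Kinase-Glo luminescence readout, normalized to no-enzyme (full inhibition) and uninhibited wells.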
Shiga inhibitor – inhibitors of Shiga toxin in Vero cells; hit rate 9.2% among 290,000; inhibition, % at 38.7 µM; Vero cells, Shiga toxin protein synthesis inhibition reporter; in the data active = inhibition mostly above about 28%, no sharp cut-off; inactive = mostly below about 43%; also: 0% is about no effect
AMA1 RON2 block – AMA1-RON2 (P. falciparum) interaction inhibition | AlphaScreen AMA1-biotinylated RON2 peptide binding | hit rate 0.2% among 360,000 | Potency, µM (top dose mostly 58.2 µM), without a hit: at the top dose activity change, negative = inhibition, usual class: inhibitors;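 also: potency is read from the fitted curve at half-maximal effect; 0% = vehicle wells and -100% = peptide control; nearly all actives have a fitted effect of over 45% in size; some results filed as inactive show a strong effect at the top dose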
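AMA1 (3D7) with his tag at 25 nM final met compounds first, then biotinylated RON2 peptide at 25 nM; detection used donor plus acceptor beads, 10 µg/mL apiece, read by AlphaScreen after 30 min at room temperature.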
Pf growth 48h – inhibits P. falciparum growth in the first generation, 48 h; P. falciparum luciferase growth in erythrocytes, 48 h; Potency, µM (titrated, usually from 28.7 µM), inactives show top-dose activity change, negative = inhibition, actives largely listed as inhibitors; AID 504832; hit rate 5.9% among 310,000; also: potency is read from the fitted curve at half-maximal effect; % is scaled to controls: 0 for no effect and ±100 for the full control effect
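Here the parasites carry a stable luciferase gene and grow inside erythrocytes in Albumax-based RPMI medium with compound for one erythrocytic cycle. Activity is scored as loss of luminescent signal.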
CHX counter – affects cycloheximide protein synthesis inhibition readout, counter-screen. cell reporter, cycloheximide protein synthesis inhibition counterscreen. hit rate 12% among 300,000. max response, %; in the data active = max response mostly above about 13%, no sharp cut-off; inactive = mostly below about 14%; also: read at 38.3 µM for the half of the compounds with a filed dose; 0% is about no effect
Tb PYK inh – T. brucei pyruvate kinase inhibition; Q57TT1; TbPYK enzyme, Kinase-Glo Plus ATP luminescence, 45 min; Potency, µM (series often up to 76.8 µM), without a hit: at the top dose activity, negative = inhibition, hits mostly inhibitors; hit rate 0.12% among 410,000; AID 624173; also: potency is read from the fitted curve at half-maximal effect; % is scaled to controls: 0 for no effect and ±100 for the full control effect; nearly all actives have a fitted effect of over 50% in size
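Assay buffer: 50 mM TEA pH 7.2, 100 mM KCl, 10 mM MgCl2, 0.05% BSA, 0.01% Tween-20. Pyruvate kinase from T. brucei plus substrate met compound, then ADP (130 uM final). Luminescence was read post 45 min RT.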
Active calls of the source: *; ? = inconclusive; . = not tested or not shown; & = joins results of further samples; [ ] = dose if it differs, or a comment. Unless noted, calls follow the shape of the dose curve; as a rule, active = well fitted curve in the direction sought with a large enough effect; inconclusive = small, poorly fitted or top-dose-only effect, or another doubt; inactive = no such curve, though single readings can be large; an effect the other way counts as inactive or inconclusive.

cpd	SMILES	Pf growth 96h	LmPK inhibitor	Shiga inhibitor	AMA1 RON2 block	Pf growth 48h	CHX counter	Tb PYK inh
1	CSCCC(NC(=O)C12CC3CC(CC(C3)C1)C2)C(=O)OCC(=O)c1ccc(Cl)cc1 (centres undefined)	23%	2%	-14	1%	23%	-1	-4%
2	CN(C)c1ccc(C2OC(=O)C(C)(C)C(=O)C2(C)C)cc1 (centres undefined)	16%	-3%	-17	-11%	11%	-1	-2%
3	CC(=O)Nc1ccc(S(=O)(=O)NNC(=S)NCC2CCCO2)cc1 (centres undefined)	?	0%	11	63%[activator]	0%	-3	-4%
4	O=C1CSC(c2ccc([N+](=O)[O-])cc2)N1c1ccccc1 (centres undefined)	?	-1%	2	57%[activator]	.	-4	-3%
5	C=CCN1C(=O)S/C(=C/c2ccsc2)C1=O	36%[activator]	0%	62*	4%	47%[activator]	37*	-5%
6	O=C(NCCS(=O)(=O)N1CCCCCC1)c1ccc(F)cc1	11%	.	.	5%	-7%	.	1%
7	Cc1ccc(C(=O)NNC(=O)c2ccc(Br)s2)cc1S(=O)(=O)N1CCOCC1	-22%	.	.	43%[activator]	-21%	.	-10%
8	CCC1Sc2ccc(S(=O)(=O)CCC(=O)N3CCc4ccccc43)cc2NC1=O (centres undefined)	28%	-2%	20	22%	17%	-3	-3%
9	O=C(NCc1ccccn1)C1CCN(S(=O)(=O)N2CCC3(CC2)OCCO3)CC1	10µM*	1%	-3	53%[activator]	-6%	-3	-19%
10	CC1CCCN(C(=O)Cn2c3ccccc3c3nc4n(c(=O)c32)CCS4)C1 (centres undefined)	40%[activator]	-9%	-9	3%	-16%	-9	-6%
11	Cc1cccc(Nc2ncnc3onc(-c4cccc(Cl)c4)c23)c1C	9.3µM*	0%	12	16%	?	8.2*	3%
12	O=C(c1cccc(Br)c1)N1CCN(C(=O)N2CCCCC2)CC1	.	-1%	14	10%	3%	-2	0%
13	CSc1ccc(CN2CCCC(N3CCN(c4ccccc4)CC3)C2)cc1 (centres undefined)	9.3µM*	-8%	-2	9%	?	-1	-2%
14	O=C(COC(=O)c1ccc(F)c(S(=O)(=O)N2CCOCC2)c1)Nc1ccc2[nH]c(=O)[nH]c2c1	-36%	.	.	-5%	-7%	.	-15%
15	COCc1nc2oc3ccc(F)cc3c(=O)c2cc1C(=O)OC	82%[activator]	-3%	3	1%	68%[activator]	14	1%
16	Cc1ccc(NC(=O)CSc2n[nH]c(C)c2[N+](=O)[O-])cc1C	-16%	2%	-9	-2%	12%	0	-6%
17	COc1ccc(OC)c(NC(=O)c2ccc(CSc3nnc(C)s3)cc2)c1	69%[activator]	-2%	-4	-22%	?	-3	-7%
18	CCCS(=O)(=O)N1CCC(C(=O)NCc2ccccc2Cl)CC1	10µM*	-1%	22	2%	24%	17*	-3%
19	COC(=O)c1[nH]c2c(c1C)C(=O)CC(c1cccs1)C2 (centres undefined)	.	-1%	-14	-7%	-23%	-4	-6%
20	Cc1cc(C)cc(Nc2nc3ccccc3c(=O)[nH]2)c1	?	0%	3	7%	?	24	1%
21	COc1ccc(/C=C/C(=O)NC(=S)NCC2CCCO2)cc1 (centres undefined)	2%	3%	53	-5%	36%[activator]	17	-3%
22	Cn1cccc1Cc1nnc(SCC(=O)NCC2CCCO2)n1-c1ccc(F)cc1 (centres undefined)	3%	0%	-3	0%	6%	-1	2%
23	C/C(=N\NC(=O)CSCc1ccc(Cl)cc1)c1ccc(NC(=O)c2ccccc2)cc1	64%[activator]	0%	21	-2%	.	23*	5%
24	COc1cc(CN=Cc2c(O)n(C(C)(C)C)c(=O)[nH]c2=O)cc(OC)c1	6%	-1%	1	-1%	-5%	-3	-8%
25	COc1ccc(C(C)(C)C)cc1NC(=O)CCN1C(=O)C2CCCCC2C1=O (centres undefined)	-28%	.	.	-10%	?	.	1%
26	O=c1cc(CN2CCN(c3ccccc3)CC2)nc2scc(-c3ccccc3)n12	?	5%	-11	-12%	?	6	0%
27	CCOC(=O)C1CCCN(c2c(N3CCN(C4CCCCC4)CC3)c(=O)c2=O)C1 (centres undefined)	-27%	2%	-6	8%	.	-8	-2%
28	COc1ccc(N2CCN(c3cc(=O)n(Cc4ccc(F)cc4)c(=O)[nH]3)CC2)cc1	?	2%	-13	-7%	?	-2	3%
29	O=C(O)c1cc(S(=O)(=O)Nc2ccc(N3CCCCC3)cc2)ccc1Cl	-6%	-1%	-21	-9%	20%	-7	-4%
30	CCN(CC(=O)Nc1ccc(NC(C)=O)cc1)C(=O)c1cc(-c2ccccc2)nn1-c1ccccc1	?	.	.	-5%	?	.	2%
31	CC1CCCN(C(=O)Cn2c(=O)oc3cc(S(=O)(=O)N4CCCCC4)ccc32)C1 (centres undefined)	?	0%	19	-3%	1.3µM*	1	-6%&-3%
32	CCCCc1ccc(NC(=O)CSc2nc3ncccc3[nH]2)cc1	-9%	-5%	3	-4%	-10%	3	0%
33	CCOC(=O)c1csc(NC(=O)CSc2nnnn2-c2ccc(OC)cc2)n1	?	4%	-10	13%	?	-3	-6%
34	CC(c1ccccc1F)n1cc(C(=O)NCCc2ccco2)nn1 (centres undefined)	?	3%	22	-13%	0%	10	0%
35	Cc1ccc(C(C)n2cc(C(=O)NCc3ccccn3)nn2)cc1 (centres undefined)	28%	2%	-7	114%[activator]	13%	-2	3%
36	Nc1cc(=O)[nH]c(SCC(=O)Nc2cc(S(=O)(=O)N3CCCCC3)ccc2Cl)n1	?	.	.	-4%	?	.	0%
37	COc1ccc(C(=O)c2ccc(N(C)C)cc2)c(OC)c1	.	0%	57	0%	9%	14	6%
38	COc1cccc(N2CCN(C(=O)CCC(=O)N3CCOc4ccc(C)cc43)CC2)c1	89%[activator]	0%	-1	-6%	?	-2	-2%
39	CC1=Nn2c(nnc2-c2ccco2)SC1	?	3%	-4	0%	11%	-1	-5%
40	O=C(OCC(=O)N1CCOCC1)c1ccc2ccccc2c1	35%[activator]	.	.	-9%	111%[activator]	.	3%
41	CC12CCC(C(=O)Nc3ccncc3)(CC1O)C2(C)C (centres undefined)	5%	0%	-15	-10%	-10%	2	1%
42	O=C(COc1ccc(-c2nnco2)cc1)N1CCN(S(=O)(=O)c2ccc3ccccc3c2)CC1	?	3%	5	-16%	?	3	6%
43	O=C(CNS(=O)(=O)c1ccc(Br)cc1)NCc1cccnc1	-3%	-8%	-24	4%	14%	-2	3%
44	COc1nc(C)ccc1-c1noc(-c2ccco2)n1	.	?	81*	1%	231%[activator]	39*	3%
45	O=C(CCc1nc2ccccc2c(=O)[nH]1)Nc1nnc(SCc2ccccc2F)s1	74%[activator]	.	.	9%	85%[activator]	.	8%
46	CC(=O)Nc1ccc(S(=O)(=O)N2CCSC2C(=O)O)cc1 (centres undefined)	12µM*	8%	-6	3%	.	-1	-1%
47	CCC(=O)N(C1=C(NC(C)C)C(=O)c2ccccc2C1=O)C(C)C	0.066µM*	-4%	-9	0%	0.13µM*	-3	0%
48	Cc1cccn2c(=O)c(C=Nc3ccccc3)c(NCc3ccco3)nc12	4%	-1%	3	10%	14%	17	-8%
49	CCCOc1cccc(C(=O)Nc2ccc3c(c2)OCCO3)c1	?	-2%	71*	7%	125%[activator]	24*	-4%
50	O=c1[nH]c(=O)n(CCC2=CCCCC2)c(O)c1C=NC1CCN(Cc2ccccc2)CC1	36%[activator]	0%	-2	-7%	-2%	-4	2%

Record cards, from the list above:
`O=C(CNS(=O)(=O)c1ccc(Br)cc1)NCc1cccnc1` is listed as Pf growth 96h: -3%; LmPK inhibitor: -8%; Shiga inhibitor: -24; AMA1 RON2 block: 4%; Pf growth 48h: 14%; CHX counter: -2; Tb PYK inh: 3%
`Cc1ccc(C(C)n2cc(C(=O)NCc3ccccn3)nn2)cc1` (centres undefined) is listed as Pf growth 96h: 28%; LmPK inhibitor: 2%; Shiga inhibitor: -7; AMA1 RON2 block: 114%[activator]; Pf growth 48h: 13%; CHX counter: -2; Tb PYK inh: 3%

An excerpt of these results, with two lines to a compound.
Every second line gives: Pf growth 96h	LmPK inhibitor	Shiga inhibitor	AMA1 RON2 block	Pf growth 48h	CHX counter	Tb PYK inh
42) O=C(COc1ccc(-c2nnco2)cc1)N1CCN(S(=O)(=O)c2ccc3ccccc3c2)CC1
    ?	3%	5	-16%	?	3	6%
43) O=C(CNS(=O)(=O)c1ccc(Br)cc1)NCc1cccnc1
    -3%	-8%	-24	4%	14%	-2	3%

Other structures:
cpd	SMILES	Pf growth 96h	LmPK inhibitor	Shiga inhibitor	AMA1 RON2 block	Pf growth 48h	CHX counter	Tb PYK inh
51	CC(C)COC(=O)c1cc(=O)[nH]c2ccccc12	-20%	-1%	28	10%	-3%	3	4%
52	Cc1c(C)c2cc(Cl)c(OCC(=O)NC3CC(C)(C)NC(C)(C)C3)cc2oc1=O	?	-2%	4	-10%	?	9	-5%
53	CCOC(=O)c1ccc(NC(=S)Nc2ccccn2)cc1	16%	4%	40*	112%[activator]	35%[activator]	27*	1%
54	Cc1c(C(=O)N2CCN(c3ccccn3)CC2)sc2ncnc(N3CCOCC3)c12	-27%	-2%	-8	-5%	.	-2	-3%
55	Cc1ccc(CS(=O)(=O)c2nc3c(c(N(C)C)n2)CCCC3)cc1	?	4%	-2	20%	0%	-2	-1%
56	COc1ccc(C2c3ccc4ccccc4c3Oc3ncn(CCO)c(=N)c32)cc1 (centres undefined)	0%	5%	-8	-13%	?	-1	3%
57	COc1ccc(N2CCN(C(C)C(=O)N3CC(C)OC(C)C3)CC2)cc1 (centres undefined)	30%[activator]	2%	-1	?	19%	-3	-13%
58	CNC(=O)c1cc2cc(OC)ccc2n1CCN(Cc1ccccc1)Cc1ccccc1	.	1%	-5	-6%	?	-1	1%
59	COc1ccc(CCN2C(=O)N[C@@H](CCC(=O)O)C2=O)cc1	32%[activator]	1%	-10	-2%	-2%	-5	1%
60	COc1ccc(CNC(=O)CN(Cc2ccc(Cl)cc2)C(=O)c2csnn2)cc1	4%	-1%	-4	-8%	-5%	-5	6%
61	Cc1cc(C)cc(NC(=O)CN2CCC(NC(=O)Cc3ccccc3)CC2)c1	8%	0%	-19	9%	-4%	-4	-6%
62	O=c1c(-c2ccc(O)cc2)coc2cc(OC3OC(CO)C(O)C(O)C3O)ccc12 (centres undefined)	3%	1%	43*	-4%	-15%	20*	-9%
63	CCc1ccc(NC(=O)N(CCN2CCOCC2)C2CCN(C(C)=O)CC2)cc1	157%[activator]	-1%	-4	-19%	-18%	1	4%
